D1 antag = Antagonist of Human D 1 Dopamine Receptor: qHTS; 360,000 compounds, 3.2% hits; D(1A) dopamine receptor (Homo sapiens), P21728; HEK293 TREx D1 cells, calcium flux, dopamine EC80; hits give low values; activity change, negative = inhibition, % at 10 µM; in the data active = activity change below about -30%; note: % is set by controls: 0 for no effect and ±100 for the full control effect
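Inducible Hek293 Trex D1 cells (tetracycline, overnight, 30 C). Calcium dye 30–90 min RT. Antagonist mode: EC80 dopamine added after 180 s compound read.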
Glioma ERSR ind = qHTS for Inducers of the Endoplasmic Reticulum Stress Response (ERSR) in Human Glioma: qHTS. 420,000 compounds, 0.02% hits. U87-MG GRP78 promoter luciferase reporter, 16 h. Potency, µM, without a hit: at the highest dose activation, usual class: activators. AID 602332, 2012; note: potency is the fitted concentration of half-maximal effect; series mostly up to about 76 µM; % of control where 0% means no effect; nearly all actives have a fitted effect of over 35% in size
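ERSR induction read as luciferase luminescence (Bright-Glo, 10 min at room temperature) in stably transfected human U87-MG glioma cells exposed to compounds for 16 h, using GRP78 as sensor.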
RXFP1 antag = qHTS Assay for Antagonists of the Relaxin Receptor RXFP1; 350,000 compounds, 0.59% hits; activity change, negative = inhibition, % at 57.5 µM; Relaxin receptor 1 (Homo sapiens), Q9HBX9; HEK293-RXFP1, relaxin-stimulated cAMP HTRF, 30 min; hits give low values;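 active = activity change of -60% or lower, but not beyond a set lower limit; inconclusive = change between -60% and -40%, or beyond the set limit; inactive = change above -40%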; note: % is set by controls: 0 for no effect and ±100 for the full control effect
RXFP1 agonist = qHTS Assay for Agonists of the Relaxin Receptor RXFP1; Relaxin receptor 1 (Homo sapiens), Q9HBX9; 370,000 compounds, 0.3% hits; HEK293T-RXFP1 cAMP TR-FRET, 30 min; response scale: percent of porcine relaxin response, buffer zero; Potency, µM (titrated, usually from 57.5 µM), without a hit: at the top dose activation, actives largely listed as activators; note: potency is the fitted concentration of half-maximal effect; % is set by controls: 0 for no effect and ±100 for the full control effect; nearly all actives have a fitted effect of over 60% in size; many of its hits are not listed in these tables
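HEK293 cells stably expressing RXFP1, treated 30 min at 37C with compounds plus PDE4 inhibitor Ro 20174; cAMP measured by HTRF TR-FRET. Normalized to buffer and 29 nM porcine relaxin; EC50 by Hill fit.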
D1 PAM = Potentiators of Human D1 Dopamine Receptor: qHTS. D(1A) dopamine receptor (Homo sapiens), P21728. HEK293 TREx D1 cells, calcium flux, dopamine EC20 potentiation. potentiation, % at 10 µM. 360,000 compounds, 0.036% hits. AID 504651, 2011; in the data active = potentiation above about 30%; note: 0% is about no effect
Vif-APOBEC3G blk = qHTS for Inhibitors of Vif-A3G Interactions: qHTS; DNA dC->dU-editing enzyme APOBEC-3G (Homo sapiens), Q9HC16; HeLa A3G-eYFP + Vif (tagged APOBEC3G with the HIV-1 protein that degrades it), YFP fluorescence, overnight; Potency, µM (doses to about 46.1 µM), without a hit: at the top dose activity, negative = active, usual class: inhibitors; 410,000 compounds, 0.076% hits;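 note: potency is the fitted concentration of half-maximal effect; % is set by controls: 0 for no effect and ±100 for the full control effect; nearly all actives have a fitted effect of over 60% in size; hits raise eYFP signal because A3G escapes Vif-driven loss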
Target sequence (Q9HC16 whole entry, looked up): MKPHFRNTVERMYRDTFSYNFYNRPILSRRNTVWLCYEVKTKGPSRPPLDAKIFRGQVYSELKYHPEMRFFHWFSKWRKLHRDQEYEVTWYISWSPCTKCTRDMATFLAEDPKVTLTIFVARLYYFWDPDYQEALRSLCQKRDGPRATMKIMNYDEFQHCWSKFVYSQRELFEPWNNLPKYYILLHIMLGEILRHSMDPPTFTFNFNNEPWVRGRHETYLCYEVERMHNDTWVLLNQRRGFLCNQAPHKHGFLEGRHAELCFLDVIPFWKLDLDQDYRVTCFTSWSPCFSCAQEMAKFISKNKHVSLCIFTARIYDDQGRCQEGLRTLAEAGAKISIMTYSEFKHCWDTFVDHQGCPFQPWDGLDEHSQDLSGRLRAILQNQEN
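Read-out is eYFP fluorescence (Ex 488/Em 500-530) from Vif-expressing HeLa A3G-eYFP cells; more signal means A3G escaped Vif-mediated degradation. Cells plated overnight, compound pinned in, incubated overnight at 37 deg C.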
D2 potentiator = HTS Assay for Positive Allosteric Modulators of the Human D2 Dopamine Receptor: Primary Screen for Potentiators; D(2) dopamine receptor (Homo sapiens), P14416; HEK293 T-REx D2, calcium flux, EC20 dopamine potentiation; potentiation, % at 10 µM; 340,000 compounds, 0.34% hits; AID 485347, 2010;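 active = potentiation over 3 SD above the plate norm, cut at about 30% in these data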; note: 0% is about no effect
Target sequence (P14416 whole entry, looked up): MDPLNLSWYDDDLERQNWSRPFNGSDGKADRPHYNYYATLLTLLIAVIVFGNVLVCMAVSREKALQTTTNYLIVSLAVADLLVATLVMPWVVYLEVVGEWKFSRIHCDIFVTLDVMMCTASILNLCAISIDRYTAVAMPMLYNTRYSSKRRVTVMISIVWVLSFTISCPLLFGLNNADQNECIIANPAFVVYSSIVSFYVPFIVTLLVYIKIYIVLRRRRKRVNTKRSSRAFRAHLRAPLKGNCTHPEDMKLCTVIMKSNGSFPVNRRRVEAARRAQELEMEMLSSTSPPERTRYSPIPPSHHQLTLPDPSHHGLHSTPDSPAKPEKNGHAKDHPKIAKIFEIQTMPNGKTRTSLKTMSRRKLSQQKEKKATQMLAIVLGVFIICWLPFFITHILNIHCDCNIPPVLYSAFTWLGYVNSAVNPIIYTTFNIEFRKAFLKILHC
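Using a no-wash calcium dye in inducible, force-coupled HEK293 Trex cells expressing D2, we tracked fluorescence each second for 180 s after compound, then for 180 s after EC20 dopamine to detect augmented signalling.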
Vif-A3F inh = qHTS for Inhibitors of Vif-A3F Interactions: qHTS; HeLa A3F-eYFP + Vif (tagged APOBEC3F with the HIV-1 protein that degrades it), YFP fluorescence increase; Potency, µM (series often up to 46.1 µM), without a hit: at the highest dose activity, negative = active; 390,000 compounds, 0.2% hits; note: potency is the fitted concentration of half-maximal effect; % of control where 0% means no effect; nearly all actives have a fitted effect of over 65% in size
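HeLa cells stably expressing Vif plus C-terminally eYFP-tagged A3F were seeded, incubated overnight at 37 deg C, dosed with compound, incubated overnight again at 37 deg C. Yellow fluorescence (Ex 488/Em 500-530) reported blocked Vif-mediated A3F-eYFP degradation.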
D1 agonist = Allosteric Agonists of the Human D1 Dopamine Receptor: qHTS. 360,000 compounds, 1% hits. activation, % at 2 µM. D(1A) dopamine receptor (Homo sapiens), P21728. HEK293 T-REx D1 cells, calcium flux, agonist mode; in the data active = activation above about 30%; note: 0% is about no effect
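Tetracycline-induced HEK293 TREx D1 cells, force-coupled to calcium signalling, were dye-loaded with a no-wash calcium kit. Compound was pin-added after a 10 s baseline. Fluorescence was read kinetically at 1 cycle/s for 180 s, with calcium rises flagged as agonism.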
Active calls of the source: *; ? = inconclusive; nt = no result given. Unless noted, calls come from the whole dose curve; as a rule, active = well fitted curve in the direction sought with a large enough effect; inconclusive = small, poorly fitted or top-dose-only effect, or another doubt; inactive = no such curve, though single readings can be large; an effect the other way counts as inactive or inconclusive. An excerpt; the hit share may differ from the screen's.

Compound	D2 potentiator	Vif-APOBEC3G blk	RXFP1 antag	D1 PAM	Glioma ERSR ind	Vif-A3F inh	D1 antag	RXFP1 agonist	D1 agonist
O=C(Nc1ccc2c(c1)OCCO2)N1CCOCC1	13	0%	-12	2	2%	6%	-2	1.3%	2
CCOC(=O)C1=C(CSc2nc3ccccc3s2)NC(=O)NC1c1cc(C)ccc1C (configuration not stated)	2	-6%	-10	-6	-2%	-1%	2	0.0%	5
Cc1ccc(C(C(=O)NC(C)(C)C)N(C(=O)c2csnn2)C2CC2)cc1 (configuration not stated)	-2	2%	8	4	6%	0%	-12	-0.6%	-1
CCOc1ccc(/C=N/NC(=O)CC(=O)Nc2ccc(Cl)c(Cl)c2)cc1	-8	-16%	16	-6	-3%	-11%	-13	1.0%	2
COc1cccc(-c2csc(N3CCN(CC(=O)NNC(=O)c4ccco4)CC3)n2)c1	6	1%	2	-1	7%	9%	22	-2.5%	0
Cc1ccc(CC2CC(=O)N(c3ncccn3)C2=O)cc1 (configuration not stated)	7	-3%	2	3	-3%	3%	7	0.6%	2
Cc1ccc(C)c(NC(=O)CN2C(=O)CCc3ccccc32)c1	1	8%	4	2	-1%	-2%	-7	-1.3%	-1
CN1CCCCCC1C(=O)N1CCC(N2CCC(C(=O)N3CCOCC3)CC2)CC1 (configuration not stated)	-7	-1%	2	-5	-7%	12%	-8	-0.9%	2
COCc1cccc(NC(=O)Cc2cccc3ccccc23)c1	7	-1%	17	6	-3%	-3%	-4	-1.0%	2
COc1ccc(NS(=O)(=O)c2ccc(N3CCOCC3)c(NC(=O)c3ccc(OC)cc3)c2)cc1	7	-8%	2	-1	-6%	-5%	4	0.8%	0
CCOC(=O)c1nn(-c2ccc(C)cc2)c(=O)cc1OCC(=O)Nc1cc(C)ccc1OC	-7	0%	-4	-6	-3%	-15%	-42*	0.8%	5
CC1CCC(NC(=O)c2ccc(-n3cncn3)c([N+](=O)[O-])c2)CC1 (configuration not stated)	-7	0%	-1	-4	0%	1%	5	-0.2%	3
COc1ccc(S(=O)(=O)N2CCN(c3ccccc3)CC2)cc1-c1noc(C)n1	4	-8%	10	1	-3%	0%	-8	-0.7%	1
O=C(NC1CCCC1)C(c1ccccc1)N(Cc1ccc2c(c1)OCO2)C(=O)Cc1cccs1 (configuration not stated)	-6	-4%	5	-8	-5%	0%	-9	1.7%	3
COc1cccc(-c2nc(SCC(=O)NC3CCCC3)c(-c3ccc(F)cc3)[nH]2)c1	-15	1%	?	-1	-7%	7%	-7	-4.8%	0
Cc1ccc(CCNC(=O)C2CCC(=O)N2Cc2ccc(F)cc2)cc1 (configuration not stated)	-7	0%	-10	-9	-1%	3%	-1	3.3%	0
N#CN=C(c1ccccc1)c1ccccc1	1	1%	-9	-3	-2%	2%	15	2.2%	1
COc1ccc(CC(=O)NCc2nc3cccnc3n2Cc2ccc(F)cc2)cc1OC	12	4%	8	-2	-3%	2%	9	1.4%	0
O=C(NCc1ccccc1C(F)(F)F)C1CCC(=O)N(CCCc2ccccc2)C1 (configuration not stated)	-5	1%	-4	-4	0%	7%	-14	-1.1%	2
CCOc1ccccc1C(=O)Nc1ccc2c(c1)N(C)C(=O)c1ccccc1S2	-2	-2%	-9	-2	0%	1%	-17	1.5%	4
Cc1cccc(OCCCCc2c(C)n[nH]c2C)c1C	-7	2%	-7	1	-4%	3%	9	0.4%	0
CCN(Cc1ccccc1)C(=O)C1CCN(Cc2ccc(SC)cc2)CC1	-7	3%	-3	-1	0%	-25%	20	-1.5%	10
OCCCNc1cc(-c2ccccc2)nc2cc(-c3ccc(F)cc3)nn12	14	-3%	11	-9	0%	9%	-22	4.4%	3
CCC(C)c1ccc(NC(=O)NCCN2CCCCC2)cc1 (configuration not stated)	5	-1%	-12	-3	-3%	12%	-8	-1.2%	14
O=C(Nc1cccc(Cl)c1N1CCOCC1)c1ccco1	16	-7%	-1	-6	-1%	2%	0	-0.6%	0
C#CCOCCOCCOCCNc1nc(N2CCN(C(=O)CCCCCCCCCCNC(=O)Cn3cc(CCCCCN)nn3)CC2)nc(N2CCN(C(=O)CCCCCCCCCCNC(=O)[C@@H]([C@H](C)O)n3cc(C)nn3)CC2)n1	20	?	nt	-3	-3%	0%	30	-0.2%	21
CC(C)Cc1ccc(C(C)C(N)=Nc2ccc(O)cc2)cc1 (configuration not stated)	nt	-2%	?	nt	-7%	-2%	nt	nt	nt
C=CCOC(=O)/C(=C/c1cccc2ccccc12)NC(=O)c1ccccc1	5	-5%	nt	-2	3%	4%	-6	-2.6%	8
COc1cc(OC)c(NS(=O)(=O)c2ccc(Cl)c(C(=O)OC(C)C(=O)N3CCCC3)c2)cc1Cl (configuration not stated)	2	-1%	5	-4	-2%	-10%	2	1.2%	1
CC(C)(C)OC(=O)N1CCC(C(=O)Nc2ccc3c(c2)CCC3)CC1	-2	2%	3	1	9%	1%	9	1.7%	1

Sorted by molecular weight (low to high): some entries from above.
Compound	D2 potentiator	Vif-APOBEC3G blk	RXFP1 antag	D1 PAM	Glioma ERSR ind	Vif-A3F inh	D1 antag	RXFP1 agonist	D1 agonist
COCc1cccc(NC(=O)Cc2cccc3ccccc23)c1	7	-1%	17	6	-3%	-3%	-4	-1.0%	2
OCCCNc1cc(-c2ccccc2)nc2cc(-c3ccc(F)cc3)nn12	14	-3%	11	-9	0%	9%	-22	4.4%	3
COc1cc(OC)c(NS(=O)(=O)c2ccc(Cl)c(C(=O)OC(C)C(=O)N3CCCC3)c2)cc1Cl (configuration not stated)	2	-1%	5	-4	-2%	-10%	2	1.2%	1

Later entries
Compound	D2 potentiator	Vif-APOBEC3G blk	RXFP1 antag	D1 PAM	Glioma ERSR ind	Vif-A3F inh	D1 antag	RXFP1 agonist	D1 agonist
CC(NC(=O)Cc1c(F)cccc1Cl)C1CCCO1 (configuration not stated)	-1	1%	-12	-6	-1%	-5%	-15	-1.2%	2
CCOc1ccc(C2CC(c3cccc(Cl)c3)n3nc(N)nc3N2)cc1 (configuration not stated)	nt	-13%	nt	0	-8%	3%	2	0.5%	2
O=C(COc1ccc(S(=O)(=O)N2CCOCC2)cc1Cl)NCCCn1ccnc1	-17	-2%	-1	2	-2%	3%	-8	0.5%	4
CCOC(=O)C1CCN(C(=O)Nc2ccc(NC(=O)C3CCN(C(=O)OCC)CC3)cc2)CC1	-1	0%	-6	-1	-1%	-6%	-13	0.2%	2
O=S(=O)(N/N=C/c1ccc2c(c1)OCCO2)c1ccc(Cl)cc1	14	2%	3	3	-2%	-10%	5	-3.9%	0
CN(C)CCN(C(=O)c1ccc2c(c1)OCCO2)c1nc2ccc(Cl)cc2s1	-16	2%	?	-4	3%	-13%	-4	0.9%	6
COc1ccc(OC)c2c(N3CCN(C)CC3)cc(C(F)(F)F)nc12	4	-1%	-5	-4	-2%	4%	12	2.3%	1
CCOc1ccc(NC(=S)N2CCC(C(N)=O)CC2)cc1	6	1%	-10	-1	1%	1%	-6	0.2%	4
COc1ccc(/C=C/C(=O)OCC(=O)N(C)c2c(N)n(Cc3ccccc3)c(=O)[nH]c2=O)cc1OC	-2	2%	2	-3	-2%	5%	-2	-0.3%	0
COc1ccc(CNC(=O)COc2cc(O)c3c(c2)OC(C)(C)CC3=O)c(OC)c1	-6	1%	nt	-2	-1%	-3%	4	-0.4%	-1
Cc1c2cnn(-c3ccccc3)c(=O)c2c(C)n1CC(=O)NCCc1ccc(Cl)cc1	17	6%	nt	-2	-2%	4%	-6	2.7%	-2
COc1ccc(Cl)cc1NC(=O)Nc1cccc([N+](=O)[O-])c1C	-26	3%	-9	-17	-3%	8%	-64*	0.9%	7
O=C(CC1SC(N2CCOCC2)=NC1=O)Nc1ccccc1F (configuration not stated)	nt	0%	3	nt	0%	7%	nt	nt	nt
COC(=O)c1cccc(CN2C(=O)SC(Nc3ccccc3C)C2=O)c1 (configuration not stated)	10	-5%	0	-9	-2%	4%	-13	2.1%	3
CCCOc1ccc(-c2cc(C(=O)NCC3CCCO3)c3ccccc3n2)cc1 (configuration not stated)	10	-5%	-26	-7	4%	4%	-17	3.7%	0
CC(=O)c1cccc(CN2CCC(n3nccc3NC(=O)c3ccc4c(c3)OCO4)CC2)c1	0	-2%	-6	-2	-6%	-6%	-3	-1.5%	0
CCOC(=O)N1CCN(C(=O)C(NS(=O)(=O)c2cccc3nsnc23)c2ccccc2)CC1 (configuration not stated)	2	0%	-3	-2	4%	-4%	2	0.0%	1
CCOc1ccc(-c2nonc2NC(=O)c2oc3cc(C)ccc3c2C)cc1	4	1%	-66*	2	-3%	3%	-8	-3.0%	1

Source: PubChem BioAssay (National Center for Advancing Translational Sciences (NCATS))
